Vif-A3F inh = blocks the Vif interaction with APOBEC3F; HeLa A3F-eYFP + Vif (tagged APOBEC3F with the HIV-1 protein that degrades it), YFP fluorescence increase; Potency, µM (top dose mostly 46.1 µM), without a hit: at the highest dose activity, negative = active; 0.2% of 390,000 active; AID 602313; also: % of control where 0% means no effect; nearly all actives have a fitted effect of over 65% in size
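HeLa cells stably expressing Vif plus C-terminally eYFP-tagged A3F were seeded, incubated overnight at 37 deg C, dosed with compound, incubated overnight again at 37 deg C. Yellow fluorescence (Ex 488/Em 500-530) reported blocked Vif-mediated A3F-eYFP degradation.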
RXFP1 ag = RXFP1 (human) receptor agonism; HEK293T-RXFP1 cAMP TR-FRET, 30 min; response scale: percent of porcine relaxin response, buffer zero; Potency, µM (titrated, usually from 57.5 µM), for the others: top-dose activation, most hits filed as activators; AID 2676; Q9HBX9; 0.3% of 370,000 active; also: % is scaled to controls: 0 for no effect and ±100 for the full control effect; nearly all actives have a fitted effect of over 60% in size; many of its hits are not listed in these tables
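HEK293 cells stably expressing RXFP1, treated 30 min at 37C with compounds plus PDE4 inhibitor Ro 20174; cAMP measured by HTRF TR-FRET. Normalized to buffer and 29 nM porcine relaxin; EC50 by Hill fit.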
RGS4 inhibitor = human RGS4 inhibition | 0.039% of 390,000 active | AID 504845 | P49798 | Transcreener GDP fluorescence polarization, RGS4-accelerated GTP hydrolysis | Potency, µM (titrated, usually from 114 µM), inactives show at the highest dose activity change, negative = inhibition, usual class: inhibitors; also: % is scaled to controls: 0 for no effect and ±100 for the full control effect; nearly all actives have a fitted effect of over 75% in size; some results filed as inactive show a strong effect at the top dose
Target sequence (P49798 whole entry, looked up): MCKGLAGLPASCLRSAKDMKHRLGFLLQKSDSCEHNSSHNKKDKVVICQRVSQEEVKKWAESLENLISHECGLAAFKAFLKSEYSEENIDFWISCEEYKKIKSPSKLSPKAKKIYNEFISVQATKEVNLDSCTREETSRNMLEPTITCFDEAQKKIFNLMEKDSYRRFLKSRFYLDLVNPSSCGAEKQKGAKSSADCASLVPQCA
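MLSMR compounds (23 nl, pin-transferred) preincubated 10 min at room temperature with a 500nM (2x) first reagent, then RGS4 at 900nM (2x) plus Transcreener GDP mix added; fluorescence polarization (620/688 nm) read before and after 90 min at 30 °C.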
USP1-UAF1 inh = blocks the human USP1/UAF1 deubiquitinase complex | recombinant USP1/UAF1, Ub-Rhodamine cleavage fluorescence | Potency, µM (doses to about 57.1 µM), for inactives: at the top dose activity change, negative = inhibition, hits mostly inhibitors | 0.23% of 390,000 active | AID 743255; also: % is scaled to controls: 0 for no effect and ±100 for the full control effect; nearly all actives have a fitted effect of over 60% in size; inactives centre near -12
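In this screen, compounds sit with the deubiquitinase complex (1nM) for 15 min at room temperature before Ub-Rho is added at 150nM final. Fluorescence rise is then followed for 6 reads every 60 seconds.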
Vif-A3G inh = Vif-A3G binding inhibition; Q9HC16; HeLa A3G-eYFP + Vif (tagged APOBEC3G with the HIV-1 protein that degrades it), YFP fluorescence, overnight; Potency, µM (top dose mostly 46.1 µM), for inactives: at the highest dose activity, negative = active, actives largely listed as inhibitors; 0.076% of 410,000 active; AID 602310;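 also: % is scaled to controls: 0 for no effect and ±100 for the full control effect; nearly all actives have a fitted effect of over 60% in size; hits raise eYFP signal because A3G escapes Vif-driven loss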
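HeLa cells stably expressing Vif and C-terminally eYFP-tagged A3G, seeded overnight at 37 deg C, then exposed to compound by pintool overnight at 37 deg C. Rise in yellow fluorescence (Ex 488/Em 500-530, Acumen) marks blocked Vif-driven A3G degradation.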
rTrxR1 inhibitor = inhibitors of rat thioredoxin reductase 1; Potency, µM (series often up to 114 µM), without a hit: at the top dose activity change, negative = inhibition, usual class: inhibitors; O89049; recombinant rTrxR1, NADPH fluorescence consumption, selenite substrate; 1% of 390,000 active; AID 588453; also: % is scaled to controls: 0 for no effect and ±100 for the full control effect; nearly all actives have a fitted effect of over 65% in size
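Rat TrxR1 (90 nM in the dispensed reagent) was pre-reduced with 400 uM NADPH for 5 min at room temperature, then incubated with compound for 15 min. After 400 uM selenite was added, NADPH fluorescence (Ex 340/Em 450 nm) was followed for 8 min.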
12-LOX inh = inhibitors of human 12S-lipoxygenase ALOX12; P18054; purified 12hLO, xylenol orange hydroperoxide absorbance; Potency, µM (titrated, usually from 108 µM), inactives show top-dose activity change, negative = inhibition, actives largely listed as inhibitors; 1.1% of 580,000 active; also: % is scaled to controls: 0 for no effect and ±100 for the full control effect
Target sequence (P18054 whole entry, looked up): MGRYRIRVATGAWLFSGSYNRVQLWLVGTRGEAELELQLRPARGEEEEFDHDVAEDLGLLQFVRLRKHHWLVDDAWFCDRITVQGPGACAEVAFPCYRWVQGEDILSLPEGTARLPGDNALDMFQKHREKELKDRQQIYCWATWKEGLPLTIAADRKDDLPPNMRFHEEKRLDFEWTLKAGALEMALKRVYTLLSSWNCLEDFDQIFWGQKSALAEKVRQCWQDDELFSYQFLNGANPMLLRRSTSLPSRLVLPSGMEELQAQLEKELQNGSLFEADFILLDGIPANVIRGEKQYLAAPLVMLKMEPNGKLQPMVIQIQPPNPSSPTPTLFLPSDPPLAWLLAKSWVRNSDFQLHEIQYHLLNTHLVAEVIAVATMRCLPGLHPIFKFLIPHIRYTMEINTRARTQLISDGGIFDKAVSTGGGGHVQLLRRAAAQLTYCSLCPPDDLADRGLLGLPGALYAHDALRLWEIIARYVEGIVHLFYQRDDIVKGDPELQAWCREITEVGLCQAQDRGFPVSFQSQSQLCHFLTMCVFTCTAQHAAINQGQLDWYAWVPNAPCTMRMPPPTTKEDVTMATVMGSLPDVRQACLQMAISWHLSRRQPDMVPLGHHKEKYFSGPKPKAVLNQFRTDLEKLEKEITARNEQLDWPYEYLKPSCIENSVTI
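Purified human 12hLO (150 nM final) in 25 mM Hepes, 0.01% Triton X-100, pH 7.0 was preincubated 15 min at room temperature with compound. Then 40 uM arachidonic acid was added, 30 min. Hydroperoxide was read by Fe-XO absorbance ratio 573/405 nm.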
IDH1 R132H inh = blocks human mutant IDH1 R132H enzyme. 0.093% of 390,000 active. O75874. AID 602179. IDH1-R132H enzyme, NADPH consumption, diaphorase/resazurin fluorescence. Potency, µM (doses to about 76.6 µM), for inactives: top-dose activity change, negative = inhibition, usual class: inhibitors; also: % is scaled to controls: 0 for no effect and ±100 for the full control effect; nearly all actives have a fitted effect of over 65% in size
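IDH1-R132H (0.5 ug/mL dispensed) in pH 7.5 Tris buffer was preincubated 30 min with compound, then given a substrate mix of 0.016 mM NADPH and 2 mM alpha-KG for 80 min at room temperature; remaining NADPH was read by diaphorase/resazurin fluorescence.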
TrxR1 substrate = is turned over as a substrate by rat TrxR1. Potency, µM (top dose mostly 114 µM), for the others: top-dose activity change, negative = substrate turnover. AID 588456. 0.01% of 390,000 active. purified TrxR1 substrate turnover, NADPH consumption readout. O89049; also: % is scaled to controls: 0 for no effect and ±100 for the full control effect; nearly all actives have a fitted effect of over 50% in size
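Rat TrxR1, dispensed at 90 nM, was prereduced with 400 uM NADPH (final) for 5 min at ~22 deg C, then incubated with compound 15 min before 400 uM selenite. A first-read NADPH fluorescence drop versus no-compound background flagged substrates.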
* marks the source's active call; other numbers are inactive results; ? = inconclusive; . = no result given; & = joins results of further samples; ! = repeats disagree; [ ] = remark or other dose. Calls follow the shape of the dose curve; as a rule, active = well fitted curve in the direction sought with a large enough effect; inconclusive = small, poorly fitted or top-dose-only effect, or another doubt; inactive = no such curve, though single readings can be large; an effect the other way counts as inactive or inconclusive. Potency is read from the fitted curve at half-maximal effect.

SMILES	Vif-A3F inh	RXFP1 ag	RGS4 inhibitor	USP1-UAF1 inh	Vif-A3G inh	rTrxR1 inhibitor	12-LOX inh	IDH1 R132H inh	TrxR1 substrate
CCOc1ccccc1NC(=O)CSc1nnc(-c2ccncc2)o1	-5%	1.8%	-30%	-4%	0%	-7%[57.1 µM]	4%	0%	-8%[57.1 µM]
Cc1nccn1CC1CCc2c(c3ccccc3n2C)C1=O (configuration not stated)	1%&11%	3.1%	-12%&11%	3%&17%	0%&-2%	13%&9%	?	-5%&-3%	-4%&-8%
O=C(Cc1ccc2c(c1)OCO2)NN=Cc1ccc([N+](=O)[O-])o1	-3%	.	18%	-2%	-6%	-65%	-30%	1%	-12%
COc1cccc2sc(N(CCN(C)C)C(=O)/C=C/c3cccs3)nc12	-5%	1.3%	-4%	-22%	-15%	6%	1%	-3%	2%
COc1cc(C(=S)N2CCC(Cc3ccccc3)CC2)ccc1OCC(N)=O	-1%	0.9%	-4%[56.9 µM]	-20%	1%	7%	-6%	11%	-2%
COc1ccc(N2CCN(CC(O)COc3c(OC)cccc3OC)CC2)cc1 (configuration not stated)	-3%&1%	-0.5%&-1.0%	-19%&8%	-18%&-13%	-3%&4%	-12%&6%	40µM*!	-3%&3%	-2%&-4%
CC1CC[C@@]2(OC1)O[C@H]1CC3[C@@H]4C[C@@H](O)[C@@]5(O)C[C@@H](O)[C@H](O)C[C@]5(C)[C@H]4CC[C@]3(C)[C@H]1[C@@H]2C (some centres not stated)	7%	2.3%	-30%[56.9 µM]	-15%	-5%	17%	3%	-20%	1%
CC(=O)c1c(N2CCCCC2)nc(=S)n(Cc2ccccc2)c1C	1%	1.7%	-25%	-11%	3%	18%	-25%	3%	9%
Cc1ccc(Nc2nnc(-c3ccc(C)c(S(N)(=O)=O)c3)c3ccccc23)cc1	-6%	-1.8%	9%	-14%	-19%	10%[57.1 µM]	-27%	7%	-8%[57.1 µM]
O=C(C[n+]1cc(-c2ccccc2)n2c1CCC2)c1cccs1	-9%	3.1%	25%	-18%	0%	18%	7%	-1%	6%
Cc1cccc(C)c1NC(=O)CSc1nc2[nH]c(=O)cc(O)c2s1	0%	-0.1%	-2%	-8%	1%	-16%	-10%	0%	-14%
CCn1c(/N=C/c2c[nH]c3ccccc23)nc2ccccc21	-18%	0.2%	-2%	-14%	3%	10%	?	-1%	-3%
COc1cccc(OC)c1OCC(=O)Nc1ccc(S(=O)(=O)N2CCCC2)cc1	7%	.	-23%	-16%	0%	22%	215%[activator]	-2%	-5%
S=c1[nH]nc(COc2ccccc2)n1/N=C/C(Cl)=C/c1ccccc1	-15%	0.8%	?	-29%	?	?	?	2%	-8%
COc1ccc(F)cc1C(=O)C1CCCN(Cc2cnc(N3CCCC3)s2)C1 (configuration not stated)	-4%	1.5%	8%	-4%	0%	10%	1%	0%	-4%
Cc1nnc(SCC(N)=O)n1CCc1ccccc1	1%	-2.7%	-10%	-11%	-1%	11%	0%	8%	7%
Cc1ccc(S(=O)(=O)CC(O)COc2ccc(F)cc2Cl)c(C)c1 (configuration not stated)	?	-3.7%	1%	-13%	2%	2%[57.1 µM]	0%	9%	-4%[57.1 µM]
CC(=O)Nc1ccc(NC(=O)C(C)OC(=O)C(C)SCC(=O)Nc2ccc(C)cc2)cc1 (configuration not stated)	-4%	0.1%	-7%	-18%	0%	-10%	6%	3%	-11%
COc1cccc(N2CCN(Cc3ccco3)CC2)c1	-6%	2.2%	-12%	-20%	-1%	12%[57.1 µM]	?	10%	7%[57.1 µM]
CCOc1ccccc1C(=O)N(Cc1cccs1)c1ccc(Cl)cc1	-3%	1.5%	-14%	-7%	-5%	22%	0%	-4%	-1%
COc1ccc(Cl)cc1C(=O)NNC(=O)c1cccc(S(=O)(=O)N(C)C)c1	-1%	7.7%	-14%	-1%	-2%	-6%[57.1 µM]	0%	22%	-3%[57.1 µM]
COCCN(CCOC)C(=O)CN1C(=O)NC(Cc2c[nH]c3ccccc23)C1=O (configuration not stated)	-4%	-0.4%	16%	-21%	1%	30%[activator][57.1 µM]	-10%	12%	11%[57.1 µM]
CNC[C@H](Cc1ccccc1)NC[C@@H](Cc1cccc2ccccc12)NCCc1ccc(C)cc1	3%	-0.8%	7%	4%	2%	-10%	?	-2%	-1%
Cc1ccccc1-c1nc(CS(=O)(=O)CC(=O)N(C)C2CCCCC2)c(C)o1	-6%	0.2%	5%	-26%	3%	?	4%	15%	27%[57.1 µM]
COc1ccc(-c2csc(CCn3nc(C)cc3C)n2)cc1OC	13%	-2.6%	11%	-5%	0%	3%	9%	3%	-1%
Continuation.
SMILES	Vif-A3F inh	RXFP1 ag	RGS4 inhibitor	USP1-UAF1 inh	Vif-A3G inh	rTrxR1 inhibitor	12-LOX inh	IDH1 R132H inh	TrxR1 substrate
Fc1ccc(-c2nc3nc4ccccc4nc3n2Cc2ccco2)cc1	-10%	2.1%	6%	-23%	-8%	?	0%[57.4 µM]	6%	5%
O=C1NC(c2ccc(Br)cc2)Oc2ccccc21 (configuration not stated)	-6%	1.4%	-17%	-7%	0%	25%	0%	4%	6%
Cc1cc(C)n2nc(SCC(=O)N(C)C)nc2n1	1%	5.2%	8%	-9%	-5%	7%	0%	1%	9%[57.1 µM]
CCC/C=N/NC(=O)c1[nH]c2c([N+](=O)[O-])cccc2c1C	9%	0.3%	-11%	-17%	7.1µM*	26%	-3%	8%	0%
COc1ccc(CC(=O)Nc2ccc(-c3nnc(-c4ccc(C)cc4)o3)cc2)cc1	.	2.4%	-44%	-14%	0%	26%	0%	1%	26%
CCOc1ccc(CSC2=NCCN2)cc1Cl	.	0.0%	-23%	-15%	1%	3%	?	0%	1%
COc1ccc(OC)c(-n2nnnc2SCC(=O)Nc2ccc(C(=O)N3CCCCC3)cc2)c1	-7%	-0.3%	-10%	-14%	0%	11%	-10%	0%	-4%
COc1cccc(NC(=O)C2CCN(c3cc(C)nc4c(-c5ccc(Cl)cc5)c(C)nn34)CC2)c1	4%	7.5%	15%	-4%	3%	-10%	-20%	3%	80%[activator]
O=C(Nc1ccon1)c1cc2c(s1)CCCCCC2	-5%	2.7%	7%	-10%	0%	9%	2%	3%	1%
C[C@@H]1NC(=O)c2cc([N+](=O)[O-])cc(I)c2NCCCC[C@@H](C(N)=O)NC(=O)[C@H](CCC(=O)O)NC1=O	-5%	0.8%	-13%	-22%	1%	-5%[57.1 µM]	.	14%	6%[57.1 µM]
O=C(Cn1c(=O)n(-c2ccccc2)c(=O)c2c3c(sc21)CCCC3)Nc1ccccc1	?	5.7%	11%	-9%	0%	11%	-21%	-2%	-6%

Some of these compounds in order of number of heavy atoms, rising.
SMILES	Vif-A3F inh	RXFP1 ag	RGS4 inhibitor	USP1-UAF1 inh	Vif-A3G inh	rTrxR1 inhibitor	12-LOX inh	IDH1 R132H inh	TrxR1 substrate
CCOc1ccc(CSC2=NCCN2)cc1Cl	.	0.0%	-23%	-15%	1%	3%	?	0%	1%
O=C1NC(c2ccc(Br)cc2)Oc2ccccc21 (configuration not stated)	-6%	1.4%	-17%	-7%	0%	25%	0%	4%	6%
O=C(Nc1ccon1)c1cc2c(s1)CCCCCC2	-5%	2.7%	7%	-10%	0%	9%	2%	3%	1%
CCC/C=N/NC(=O)c1[nH]c2c([N+](=O)[O-])cccc2c1C	9%	0.3%	-11%	-17%	7.1µM*	26%	-3%	8%	0%
COc1ccc(-c2csc(CCn3nc(C)cc3C)n2)cc1OC	13%	-2.6%	11%	-5%	0%	3%	9%	3%	-1%
Fc1ccc(-c2nc3nc4ccccc4nc3n2Cc2ccco2)cc1	-10%	2.1%	6%	-23%	-8%	?	0%[57.4 µM]	6%	5%
Cc1ccccc1-c1nc(CS(=O)(=O)CC(=O)N(C)C2CCCCC2)c(C)o1	-6%	0.2%	5%	-26%	3%	?	4%	15%	27%[57.1 µM]
O=C(Cn1c(=O)n(-c2ccccc2)c(=O)c2c3c(sc21)CCCC3)Nc1ccccc1	?	5.7%	11%	-9%	0%	11%	-21%	-2%	-6%
COc1ccc(OC)c(-n2nnnc2SCC(=O)Nc2ccc(C(=O)N3CCCCC3)cc2)c1	-7%	-0.3%	-10%	-14%	0%	11%	-10%	0%	-4%
COc1cccc(NC(=O)C2CCN(c3cc(C)nc4c(-c5ccc(Cl)cc5)c(C)nn34)CC2)c1	4%	7.5%	15%	-4%	3%	-10%	-20%	3%	80%[activator]
C[C@@H]1NC(=O)c2cc([N+](=O)[O-])cc(I)c2NCCCC[C@@H](C(N)=O)NC(=O)[C@H](CCC(=O)O)NC1=O	-5%	0.8%	-13%	-22%	1%	-5%[57.1 µM]	.	14%	6%[57.1 µM]

Assay outcomes (PubChem BioAssay)

The list is partial. The share of hits here may be higher or lower than overall.
